# Source: PubChem BioAssay (Sanford-Burnham Center for Chemical Genomics)
# mIAP inh: blocks mouse intestinal alkaline phosphatase. purified mouse IAP, CDP-Star luminescence, 30 min. inhibition, % at 10 µM. 330,000 compounds, 0.2% hits. AID 2806;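 active = inhibition of at least 40% at 10 µM in the primary screen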;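 also: plate controls were DMSO with enzyme for no effect and no enzyme wells for full effect; values of inactives mirror those of a sister screen read the other way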
# APOBEC3A inh: inhibitors of human APOBEC3A DNA deaminase. P31941. recombinant A3A, FAM/TAMRA ssDNA deamination fluorescence. inhibition, % at 20 µM. 330,000 compounds, 0.41% hits;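 active = at least 40% inhibition at 20 µM here, with at most 30% in a related deaminase screen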;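 also: plate controls were A3A with DMSO for no effect and wells lacking A3A enzyme for full effect; some results filed as inactive read as strong as hits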
# Target sequence (P31941 whole entry, looked up): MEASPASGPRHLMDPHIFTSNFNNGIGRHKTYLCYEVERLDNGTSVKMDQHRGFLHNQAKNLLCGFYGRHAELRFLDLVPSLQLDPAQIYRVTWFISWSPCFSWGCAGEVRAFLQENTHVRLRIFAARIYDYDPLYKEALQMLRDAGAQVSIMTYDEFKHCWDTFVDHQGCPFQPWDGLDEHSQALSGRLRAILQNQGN
# NALP3 yeast inh: inhibitors of NALP3 inflammasome in yeast | AID 2825 | Yeast reconstituted NLRP3/ASC/caspase-1, beta-gal luminescence, 24 h | 330,000 compounds, 0.39% hits | inhibition, % at 10 µM;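 active = inhibition of 50% or more; inactive = inhibition below 50%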;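 also: plate controls were induced DMSO wells for no effect and uninduced yeast grown without galactose for full effect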
# mIAP act: mouse IAP activation | AID 2805 | muIAP, CDP-Star luminescence, 30 min; active compounds read high; 1 = vehicle-only enzyme signal, 0 = enzyme-free wells | 330,000 compounds, 0.24% hits | activation factor at 10 µM;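 active = activation factor of at least 2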; also: the source names both 10 and 20 µM as test concentration; values of inactives mirror those of a sister screen read the other way
#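 System: mouse IAP enzyme. Reagent: CDP-Star chemiluminescent phosphatase substrate. Benchmarks: DMSO wells, no-enzyme wells. Times: 30 min enzyme-substrate-compound incubation at room temperature. Detection: luminescence from enzymatic CDP-Star hydrolysis. Doses: test compounds delivered from DMSO solution.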
# hIAP act: human IAP activation | P09923 | purified human IAP, CDP-Star luminescence, 30 min; active compounds read high; 1 = vehicle-only enzyme, 0 = enzyme-free background | activation factor at 10 µM | 330,000 compounds, 0.16% hits;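 active = activation factor of the enzyme at least 2-fold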; also: the source names both 10 and 20 µM as test concentration; values of inactives mirror those of a sister screen read the other way
# SENP1 inh: blocks the human SENP1 SUMO protease catalytic domain; Q9P0U3; 360,000 compounds, 0.21% hits; inhibition, % at 10 µM; recombinant SENP1 catalytic domain, CyPet-SUMO1-YPet FRET cleavage;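 active = inhibition at least 30% at 10 µM, raw YFP signal under a set limit, fluorescence ratio 0.5 to 1.5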;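 also: 0% = enzyme with DMSO and 100% = no enzyme wells; some results filed as inactive read as strong as hits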
# Target sequence (Q9P0U3 419-644 limits assumed): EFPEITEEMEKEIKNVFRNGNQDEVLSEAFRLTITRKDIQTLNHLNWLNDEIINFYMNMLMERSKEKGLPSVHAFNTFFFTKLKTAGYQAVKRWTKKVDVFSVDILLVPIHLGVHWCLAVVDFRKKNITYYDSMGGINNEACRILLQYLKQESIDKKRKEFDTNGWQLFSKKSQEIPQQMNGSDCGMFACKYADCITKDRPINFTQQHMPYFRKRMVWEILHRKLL
#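 Material – human SENP1 catalytic domain · Input – SENP1 enzyme, 20 pM final · Compound dosing – single concentration of 10 µM compound, 0.5% DMSO final · Timing – enzyme reaction for 50 min at room temperature, dark · Measured by – FRET fluorescence in CFP and YFP emission channels · Control set – no-enzyme wells low, DMSO-plus-enzyme wells high control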
# APOBEC3G inh: APOBEC3G (human) deaminase inhibition. Q9HC16. recombinant A3G, ssDNA deamination FAM/TAMRA fluorescence. inhibition, % at 20 µM. 330,000 compounds, 0.28% hits. AID 493012;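 active = inhibition of at least 40% at 20 µM, with no more than 30% in the related APOBEC3A deaminase screen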;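 also: plate controls were DMSO wells with A3G for no effect and wells lacking A3G enzyme for full effect; some compounds called inactive have numbers as strong as hits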
# Target sequence (Q9HC16 whole entry, looked up): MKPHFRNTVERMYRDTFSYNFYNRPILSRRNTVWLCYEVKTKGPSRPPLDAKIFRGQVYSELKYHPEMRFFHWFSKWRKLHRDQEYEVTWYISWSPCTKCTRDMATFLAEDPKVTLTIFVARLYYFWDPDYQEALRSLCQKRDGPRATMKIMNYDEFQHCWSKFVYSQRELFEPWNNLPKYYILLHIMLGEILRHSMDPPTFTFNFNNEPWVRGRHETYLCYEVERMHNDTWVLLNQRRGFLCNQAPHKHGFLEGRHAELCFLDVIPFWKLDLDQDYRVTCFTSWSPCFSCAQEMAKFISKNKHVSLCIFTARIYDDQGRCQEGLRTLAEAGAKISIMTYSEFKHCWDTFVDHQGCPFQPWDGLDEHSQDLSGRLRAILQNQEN
# hIAP inh: blocks human intestinal alkaline phosphatase | P09923 | purified IAP, CDP-Star luminescence, 30 min | inhibition, % at 10 µM | 330,000 compounds, 0.12% hits;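 active = inhibition reaching a set limit with compound at 10 µM in the primary screen, cut at about 35% in these data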;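 also: plate controls were DMSO wells with enzyme for no effect and no-enzyme buffer wells for full effect; values of inactives mirror those of a sister screen read the other way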
# beta cell repl: induces beta-cell replication in MIN6 cells. proliferation, % at 10 µM. AID 2380. 330,000 compounds, 0.29% hits. MIN6 cells proliferation, ATPlite luminescence, 48 h; cells starved in 0.2% serum; 100% = growth in 10% serum;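 active = compounds whose signal lies at least 3.5 SD above the mean of all wells on their plate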;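 also: 0% = DMSO-treated cells in low-serum medium and 100% = 10% serum control; some compounds called inactive have numbers as strong as hits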
# * = called active by the depositor; . = no result given.
# Order of results – mIAP inh | APOBEC3A inh | NALP3 yeast inh | mIAP act | hIAP act | SENP1 inh | APOBEC3G inh | hIAP inh | beta cell repl
> O=C(CSCC(=O)Nc1cccc2ccccc12)Nc1cccc2ccccc12
→ 5.8 | -4.7 | 6.4 | 0.942 | 1.01 | -10.9 | -1.5 | -1.5 | -6.0
> CC(=O)N1CC2(C)CN(C(C)=O)CC(C)(C1)C2
→ -5.6 | -1.5 | 15.5 | 1.06 | 0.922 | 1.7 | -5.8 | 7.8 | -0.7
> CCc1ccc(NC(=O)CSc2nc(N)c(NC(=O)c3ccc(F)c(F)c3)c(=O)[nH]2)cc1
→ 8.7 | -1.8 | 8.4 | 0.913 | 1.05 | 0.8 | -4.9 | -5.3 | 2.2
> CCc1c(C)nc2cc(-c3ccc(OC)c(OC)c3)nn2c1N1CCCC1
→ 6.6 | 2.2 | 29.1 | 0.934 | 1.14 | -0.8 | -2.0 | -14.2 | -2.5
> O=C(CCn1c(=O)c2ccccc2n(Cc2cc(=O)n3ccccc3n2)c1=O)NCc1ccco1
→ 4.7 | -6.3 | 1.2 | 0.953 | 0.799 | -0.2 | -8.9 | 20.1 | -0.6
> COc1ccc(S(=O)(=O)N(C)CC(=O)NCCN2CCOCC2)cc1C
→ 1.9 | -5.0 | 21.1 | 0.981 | 0.899 | 4.7 | -6.4 | 10.1 | 0.1
> O=C(CN1CCCCCC1)Nc1ccc(S(=O)(=O)N2CCCCC2)cc1
→ 3.7 | -0.8 | -0.2 | 0.963 | 1.04 | 1.2 | -2.0 | -3.8 | 1.1
> Cc1nn(C(C)C(=O)NCc2ccco2)c(=O)c2nn(-c3ccccc3)c(C)c12 (stereo not given)
→ 1.6 | -5.8 | 3.1 | 0.984 | 1.07 | -1.5 | -7.3 | -7.2 | 4.8
> CC(=O)Nc1ccc(S(=O)(=O)n2cnc3cc(C)c(C)cc32)cc1
→ 3.0 | -2.4 | 4.8 | 0.97 | 0.904 | 2.1 | -3.2 | 9.6 | 1.1
> CCCCCCCCCCOC(=O)NC1CCS(=O)(=O)C1 (stereo not given)
→ -8.0 | 3.3 | 35.2 | 1.08 | 0.965 | 1.4 | -6.3 | 3.5 | -3.1
> Cc1cccc(C(=O)NCCCN(C)CCCNC(=O)c2cccc(C)c2)c1
→ 0.7 | -6.3 | 11.2 | 0.993 | 1.26 | 1.4 | -10.0 | -25.7 | -0.2
> CCOc1ccc(NC(=O)CC2C(=O)N(CC)C(=S)N2CCN2CCOCC2)cc1 (stereo not given)
→ -10.2 | -8.2 | 14.8 | 1.1 | 1.1 | 0.6 | -5.6 | -10.5 | -3.2
> CC(C)NCC(O)COC1CCC(C(C)(C)C)CC1 (stereo not given)
→ -10.5 | 2.9 | 23.9 | 1.1 | 0.971 | 2.0 | 2.8 | 2.9 | -1.7
> O=C(NCc1ccc2c(c1)OCO2)c1c(O)c2cccc3c2n(c1=O)CCC3
→ 1.5 | -1.5 | 21.9 | 0.985 | 0.967 | 1.9 | -1.3 | 3.3 | -0.7
> O=C(O)COc1ccc2oc3ccccc3c2c1
→ 2.5 | -1.5 | 10.0 | 0.975 | 1.02 | -0.2 | -3.9 | -1.6 | -2.1
> COc1ccc(C(=O)OCCCc2cc3ccccc3c(=O)o2)cc1
→ -2.5 | 0.9 | 25.3 | 1.02 | 1.04 | -0.6 | -7.0 | -3.7 | -2.8
> CCOC(=O)CSc1nc(C)c2cccc(C)c2n1
→ 2.4 | 0.9 | 7.3 | 0.976 | 1.04 | 1.1 | -1.8 | -4.4 | 2.5
> CCOC(=O)C1=C(CN2CCSCC2)NC(=O)NC1c1ccc2c(c1)OCO2 (stereo not given)
→ -8.0 | 1.7 | 0.4 | 1.08 | 0.932 | 1.4 | -4.1 | 6.8 | -1.8
> Cc1cc(/C=C2\SC(=O)NC2=O)c(C)n1-c1ccc(N2CCOCC2)cc1
→ 12.6 | 1.2 | 23.9 | 0.874 | 0.909 | -5.1 | -2.0 | 9.1 | 3.0
> Cc1ccc(N(C(=O)c2ccc(CN3CCOCC3)o2)C(C(=O)NCCC(C)C)c2cccs2)c(C)c1 (stereo not given)
→ -6.0 | -3.7 | 14.4 | 1.06 | 1.04 | 1.0 | -6.2 | -3.6 | -5.1
> Cc1ccc(OCCN2CCN(C)CC2)c([N+](=O)[O-])c1
→ 4.5 | -3.3 | 30.3 | 0.955 | 1.14 | 2.5 | -1.1 | -14.1 | -2.3
> CCOc1ccccc1Nc1ccc(C(=O)O)cc1NC(C)=O
→ -11.5 | 1.2 | -0.5 | 1.11 | 1.06 | 2.1 | 0.4 | -5.8 | 0.5
> O=C(c1ccc(-c2ccc(Cl)cc2)o1)N1CCN(c2ccc([N+](=O)[O-])cc2Cl)CC1
→ 16.4 | -4.6 | 13.1 | 0.836 | 0.813 | -1.1 | -7.7 | 18.7 | -5.6
> COc1cc(/C=C2/C(=O)N(c3cccc(Br)c3)N=C2C)cc(OC)c1O
→ 23.5 | -2.3 | -0.5 | 0.765 | 0.643 | 18.9 | -4.3 | 35.7* | -6.0
> COc1ccc(CN(CC(=O)NCCc2ccccc2)C(=O)CCC(=O)Nc2cc(C)ccn2)cc1
→ 5.5 | -1.3 | -3.9 | 0.945 | 0.87 | 2.0 | -7.1 | 13.0 | 0.0
> O=C(NCCCc1ccccc1)c1ccc(CS(=O)Cc2ccc(Cl)cc2)o1 (stereo not given)
→ 5.9 | -3.3 | -1.9 | 0.941 | 0.611 | 3.6 | -6.6 | 38.9* | -3.4
> O=C(c1ccccc1)N1CCCC(c2ccc(Cl)cc2)=N1
→ 3.7 | -0.2 | 18.3 | 0.963 | 0.909 | 1.7 | -4.8 | 9.1 | 5.4*
> Cn1cc(S(=O)(=O)N2CCCC2)cc1C(=O)NCCc1ccccc1
→ -15.2 | 1.0 | -13.4 | 1.15 | 0.864 | 0.5 | -7.4 | 13.7 | 6.0
> c1ccc(-c2csc(-n3cnnn3)n2)cc1
→ 1.2 | 3.5 | -16.9 | 0.988 | 0.942 | 1.9 | -1.3 | 5.8 | -1.0
> Cc1nnsc1C(=O)Nc1ccccc1Cl
→ 0.0 | 0.1 | -22.3 | 1 | 1.01 | 0.7 | -2.3 | -1.5 | -3.2
> O=C(O)Cc1cc(C(=O)Nc2ccc(Br)cc2)sc1-c1ccccc1
→ 7.5 | -0.2 | -4.0 | 0.925 | 0.83 | . | -4.1 | 17.0 | -2.9
> CSc1nnc(C)c(=O)n1COC(=O)COc1ccc(F)cc1
→ 5.6 | -1.6 | 16.0 | 0.944 | 0.893 | 2.5 | -5.0 | 10.7 | 0.0
> CC(C)Cn1c(N)c(C(=O)CCl)c(=O)n(C)c1=O
→ -4.2 | 1.6 | 10.7 | 1.04 | 0.907 | 2.0 | -1.8 | 9.3 | -1.1
> O=c1[nH]cnc2scc(-c3ccc(F)cc3)c12
→ 0.5 | 0.9 | 2.9 | 0.995 | 0.948 | 2.5 | -1.2 | 5.2 | -3.1
> CCOC(=O)C1=C(CC)OC(N)=C(C#N)C1c1ccc(F)cc1F (stereo not given)
→ 3.1 | -1.6 | 19.2 | 0.969 | 0.963 | -17.0 | -8.7 | 3.7 | 9.9*
> COc1ccccc1C(=O)Nc1ccc2c(c1)nc(CN1CCCCC1)n2C
→ -21.6 | -6.9 | 4.3 | 1.22 | 1.17 | -9.2 | -6.4 | -17.4 | -1.0
> O=C1Nc2ccc([N+](=O)[O-])cc2C1=Nc1cccc(CO)c1
→ 8.0 | -4.2 | 1.2 | 0.92 | 0.896 | -2.2 | -7.5 | 10.4 | -2.7
> CC(=O)c1cc(OC(=O)c2ccncc2)ccc1OC(=O)c1ccncc1
→ -2.7 | 5.8 | 8.3 | 1.03 | 1.06 | -1.1 | 1.5 | -6.1 | -4.1
> CCSc1nnc(CCNS(=O)(=O)c2ccc(C(C)=O)cc2)n1C
→ 2.7 | -4.1 | 9.5 | 0.973 | 1.06 | 1.6 | -8.1 | -5.6 | -2.8
> O=C(NCCCNC(=O)C(F)(F)C(F)F)C(F)(F)C(F)F
→ -5.2 | -0.5 | -0.7 | 1.05 | 1.07 | -0.4 | 16.3 | -6.9 | -0.7
> Cc1nc(CS(=O)(=O)c2ccccn2)sc1C(=O)NNC(=O)c1c(F)cccc1Cl
→ -1.6 | 4.9 | 11.6 | 1.02 | 1.15 | 1.9 | 23.0 | -14.7 | -1.7
> Cc1cccc(C(=O)N/N=C/C(C)Cc2ccc3c(c2)OCO3)c1 (stereo not given)
→ -13.0 | -4.8 | -20.9 | 1.13 | 0.944 | 2.4 | -6.9 | 5.6 | -1.8
> COCCSc1nnc(NC(=O)C2CC(=O)N(CCc3ccc(F)cc3)C2)s1 (stereo not given)
→ 1.6 | -3.2 | 15.4 | 0.984 | 0.93 | -0.9 | -13.8 | 7.0 | 1.9
> CCc1cc(C(=O)OC)c(NC(=O)CCC(=O)O)s1
→ -1.7 | 2.1 | 19.6 | 1.02 | 0.887 | -1.2 | 2.9 | 11.3 | 1.9

# Compound profiles, as listed above. Values in the order: mIAP inh, APOBEC3A inh, NALP3 yeast inh, mIAP act, hIAP act, SENP1 inh, APOBEC3G inh, hIAP inh, beta cell repl
# CSc1nnc(C)c(=O)n1COC(=O)COc1ccc(F)cc1 across the screens: 5.6, -1.6, 16.0, 0.944, 0.893, 2.5, -5.0, 10.7, 0.0
# O=C(O)Cc1cc(C(=O)Nc2ccc(Br)cc2)sc1-c1ccccc1 across the screens: 7.5, -0.2, -4.0, 0.925, 0.83, ., -4.1, 17.0, -2.9

# Structural class: those above with a furan ring, fused or not.
# Order of results – mIAP inh | APOBEC3A inh | NALP3 yeast inh | mIAP act | hIAP act | SENP1 inh | APOBEC3G inh | hIAP inh | beta cell repl
> O=C(CCn1c(=O)c2ccccc2n(Cc2cc(=O)n3ccccc3n2)c1=O)NCc1ccco1
→ 4.7 | -6.3 | 1.2 | 0.953 | 0.799 | -0.2 | -8.9 | 20.1 | -0.6
> Cc1nn(C(C)C(=O)NCc2ccco2)c(=O)c2nn(-c3ccccc3)c(C)c12 (stereo not given)
→ 1.6 | -5.8 | 3.1 | 0.984 | 1.07 | -1.5 | -7.3 | -7.2 | 4.8
> O=C(O)COc1ccc2oc3ccccc3c2c1
→ 2.5 | -1.5 | 10.0 | 0.975 | 1.02 | -0.2 | -3.9 | -1.6 | -2.1
> Cc1ccc(N(C(=O)c2ccc(CN3CCOCC3)o2)C(C(=O)NCCC(C)C)c2cccs2)c(C)c1 (stereo not given)
→ -6.0 | -3.7 | 14.4 | 1.06 | 1.04 | 1.0 | -6.2 | -3.6 | -5.1
> O=C(c1ccc(-c2ccc(Cl)cc2)o1)N1CCN(c2ccc([N+](=O)[O-])cc2Cl)CC1
→ 16.4 | -4.6 | 13.1 | 0.836 | 0.813 | -1.1 | -7.7 | 18.7 | -5.6
> O=C(NCCCc1ccccc1)c1ccc(CS(=O)Cc2ccc(Cl)cc2)o1 (stereo not given)
→ 5.9 | -3.3 | -1.9 | 0.941 | 0.611 | 3.6 | -6.6 | 38.9* | -3.4

# The list is partial; the hit share may differ from the screen's.
